Screens (PubChem BioAssay)
LAP4 TOR yeast: modulators of TOR pathway LAP4-GFP in S. cerevisiae. S. cerevisiae LAP4-GFP multiplex, flow cytometry GFP, 3 h; median GFP as percent of DMSO wells. GFP response vs DMSO, % at 10 µM. 320,000 tested, 0.34% active;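 active = GFP response vs DMSO above a set limit, about the screen mean plus 3 SD, cut at about 150% in these data; inconclusive = under 70 cell events counted for the yeast strain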
RPL19A-GFP yeast: alters RPL19A-GFP fluorescence in TOR pathway yeast screen; S. cerevisiae RPL19A-GFP strain, flow cytometry, 3 h; active compounds read low; percent response vs DMSO, % at 10 µM; 330,000 tested, 0.3% active; AID 2025;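 active = percent response vs DMSO below 50%; inconclusive = fewer than 70 events counted for the yeast strain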;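 note: median channel GFP fluorescence of the barcoded RPL19A-GFP strain; ratio of sample median GFP to plate DMSO average so 100% = DMSO; lower means less RPL19A-GFP as with rapamycin TOR inhibition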
JMJD2C inh: blocks human GASC-1 demethylase activity | Q9H3R0 | GST-JMJD2C(1-420) H3K9me3 demethylation, DELFIA europium | inhibition, % at 2.35 µM | 330,000 tested, 0.069% active | AID 2099;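 active = more than half of a compound's replicate wells show inhibition beyond 50%, single wells judged on their own value; inconclusive = some, but no more than half, of replicates pass 50% inhibition; inactive = no replicate passes 50% inhibition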;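 note: signal counts dimethyl H3K9 product captured on neutravidin plate; 0% = median of DMSO wells and 100% = 0.3 times that DMSO median; strong numbers were not always called active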
Target sequence (Q9H3R0 1-420 limits assumed): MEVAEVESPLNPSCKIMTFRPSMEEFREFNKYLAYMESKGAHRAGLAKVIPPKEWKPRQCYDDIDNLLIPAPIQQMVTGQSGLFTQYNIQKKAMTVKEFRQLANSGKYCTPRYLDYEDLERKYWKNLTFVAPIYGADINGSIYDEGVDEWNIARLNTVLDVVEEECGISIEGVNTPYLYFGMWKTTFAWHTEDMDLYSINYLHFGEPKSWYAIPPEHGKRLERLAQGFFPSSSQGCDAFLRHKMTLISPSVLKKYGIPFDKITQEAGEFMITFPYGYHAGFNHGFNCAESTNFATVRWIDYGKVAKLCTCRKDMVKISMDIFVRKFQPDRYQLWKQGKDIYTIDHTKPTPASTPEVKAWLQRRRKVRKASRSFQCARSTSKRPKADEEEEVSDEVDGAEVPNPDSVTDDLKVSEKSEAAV
AHR activator: human AHR activation | activation, % at 5 µM | AID 2796 | P35869 | 320,000 tested, 2.5% active | AHR-responsive luciferase reporter cells, luminescence; in the data active = activation above about 47%;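 note: 0% = vehicle wells and 100% = reference agonist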
proCasp7 act: counter-screen for procaspase-3 activators: activators of human procaspase-7. 330,000 tested, 0.093% active. P55210. activation, % at 8.5 µM. AID 463210. recombinant procaspase-7, Ac-DEVD-pNA absorbance 405 nm; D23A/D198A/D206A triple mutant, cannot self-cleave; scale: DMSO 0, 5 µM enzyme 100;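 active = percent activation above the screen-wide mean plus 3 SD, cut at about 25% in these data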
Target sequence (P55210 whole entry D23A/D198A/D206A): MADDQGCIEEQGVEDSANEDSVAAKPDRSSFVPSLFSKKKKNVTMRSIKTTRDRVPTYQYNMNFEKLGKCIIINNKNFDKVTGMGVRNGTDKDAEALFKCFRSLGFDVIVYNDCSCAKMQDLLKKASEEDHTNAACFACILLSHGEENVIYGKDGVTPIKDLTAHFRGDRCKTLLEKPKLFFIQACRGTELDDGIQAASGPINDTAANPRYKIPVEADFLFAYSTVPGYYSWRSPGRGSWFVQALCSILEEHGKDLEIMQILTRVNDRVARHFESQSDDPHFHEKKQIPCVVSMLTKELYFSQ
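Replicates: singlicate. Assay system: Procaspase-7 triple mutant (PC-7 D3A). Signal: 405 nm absorbance of p-nitroaniline. Times: 1 h preincubation, 2 h reaction. Buffer or medium: Zinc-free HEPES pH 7.4 with 300 mM NaCl, 0.01% Triton X-100. Also added: DEVD-pNA substrate. Benchmarks: DMSO wells as 0%, DMSO with 5 µM added PC-7 as 100%.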
Yeast superoxide: caloric restriction mimetics inhibiting age-related superoxide in yeast; S. cerevisiae aged cells, superoxide DHE fluorescence; active compounds read low; superoxide response (% of plate mean), % at 10 µM; 330,000 tested, 0.18% active;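 active = superoxide response under a set limit, about three screen SD below normal, cut at about 65% in these data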;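 note: yeast aged for seven days with compound at 30 °C before DHE staining; 100% = average MFI of all compound-treated wells on the plate with controls excluded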
MEP2 TOR yeast: alters MEP2-GFP fluorescence in TOR pathway yeast screen | GFP response vs DMSO, % at 10 µM | S. cerevisiae MEP2-GFP strain, flow cytometry GFP, 3 h; 100% = DMSO control level | AID 2016 | 330,000 tested, 0.51% active;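 active = GFP response versus DMSO above a set limit, roughly screen mean plus 3 SD, cut at about 180% in these data; inconclusive = fewer than 70 cells counted for a yeast strain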;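 note: median GFP fluorescence of the barcode-gated MEP2-GFP cells per well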
procasp3 activ: activates human procaspase-3. P42574. recombinant procaspase-3 D3A, Ac-DEVD-pNA absorbance 405 nm. activation, % at 8.5 µM. 330,000 tested, 0.11% active. AID 463141;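 active = activation above the mean of all tested compounds plus 3 SD, cut at about 21% in these data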;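 note: 0% = DMSO alone and 100% = DMSO wells spiked with extra 5 µM PC-3 D3A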
Target sequence (P42574 whole entry D9A/D28A/D175A): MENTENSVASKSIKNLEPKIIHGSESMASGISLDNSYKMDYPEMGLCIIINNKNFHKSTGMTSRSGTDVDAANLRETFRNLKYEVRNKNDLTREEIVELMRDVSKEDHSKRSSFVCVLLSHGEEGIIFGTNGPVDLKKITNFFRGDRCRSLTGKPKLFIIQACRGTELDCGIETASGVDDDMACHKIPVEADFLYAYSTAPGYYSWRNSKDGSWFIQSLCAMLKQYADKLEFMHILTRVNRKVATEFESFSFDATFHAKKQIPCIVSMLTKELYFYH
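Compound: 8.5 µM single point, 0.8% DMSO / Material: Autoprocessing-dead procaspase-3 D3A mutant enzyme / Timing: 1 h preincubation plus 2 h reaction at 25 °C / Medium: Zinc-free HEPES/NaCl buffer with 0.01% Triton X-100 at pH 7.4 / Technique: 405 nm absorbance of p-nitroaniline, reads at 0 and 120 min / Repeats: one well per compound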
Numbers without * were called inactive; ? = inconclusive; · = no result given; & = joins results of further samples; [ ] = dose if it differs, or a comment.

SMILES	LAP4 TOR yeast	RPL19A-GFP yeast	JMJD2C inh	AHR activator	proCasp7 act	Yeast superoxide	MEP2 TOR yeast	procasp3 activ
Fc1ccccc1-c1nnc2c3ccccc3nc(N3CCOCC3)n12	?	?	42	3	0	102	?	-2
COCC(C)NC(=O)CSc1nc2ccccc2n1CCc1ccccc1 (centres undefined)	98	99	-3	7	-4	102	99	4
Cc1nnc(NC(=O)CN2CCN(Cc3ccccc3Cl)CC2)s1	97	102	37	-2	1	104	106	4
CCCCCCCNC(=O)C1(CC2CC(c3cccc(Br)c3)=NO2)CCN(C(=O)Cc2ccc(F)cc2)CC1 (centres undefined)	89	97	0	1	-6	96	104	1
Cc1cc(-n2c(C)cc(C(=O)COC(=O)CN=C3NS(=O)(=O)c4ccccc43)c2C)no1	95	95	7	1	4	106	98	-6
CCOC(=O)c1sc2nc(C)nc(Nc3ccc(OC)cc3)c2c1C	101	97	-2	4	1	88	97	-2
CC(=O)C(C)n1c(CN2CCN(C(=O)c3ccco3)CC2)nc2c1c(=O)n(C)c(=O)n2C (centres undefined)	94	95	-19	1	1	98	112	-2
Cc1ccc(-c2nc(S(=O)(=O)c3ccc(C)cc3)c(SCC(N)=O)o2)cc1	83	95	5	12	0	116	99	-8
CCC/C=C1/CCCOC(C(=O)NCCN2CCOCC2)(C(F)(F)F)C1 (centres undefined)	106	107	0	0	7	94	95	5
Nc1ncccc1C(=O)OCC(=O)N1CCN(S(=O)(=O)c2ccc(Cl)cc2)CC1	114	112	1	1	0	91	111	7
O=C1CCc2cc(S(=O)(=O)NC(Cc3ccccc3)C(=O)NC3CCCCC3)ccc2N1 (centres undefined)	103	97	18	-1	7	113	103	0
CC1Cc2ccccc2N1C(=O)c1ccc2c(c1)OCO2 (centres undefined)	103	94	-2	5	5	101	97	-1
CCOc1ccc(N(C(C)C(=O)NCc2ccco2)S(C)(=O)=O)cc1 (centres undefined)	98	95	4	0	2	101	104	0
Cc1[nH]c2ccccc2c1CCO	106	104	-4	2	18	94	107	7
Cc1ccc(N(CC(=O)NCc2ccc(F)cc2)C(=O)c2csnn2)c(C)c1	93	101	-21	1	-17	89	96	-2
CC(C)COC(=O)C1C(=O)CC(C)(O)C(C(=O)OCC(C)C)C1c1cccnc1 (centres undefined)	90	91	9&-2	1	-6	109	97	3
Oc1c(C=Nc2ccc(Cl)cn2)sc2ccccc12	103	96	-1	8	-9	103	97	3
COC(=O)c1oc2ccc(Br)cc2c1-n1cccc1	90	86	-12	-1	7	101	87	8
CC(C)(C)C(=O)NNC(=O)C1CC1(c1ccccc1)c1ccccc1 (centres undefined)	93	104	9	4	-4	112	105	4
CC(C)CC(=O)NCCNC(=O)c1cc(OCC(F)(F)F)ccc1OCC(F)(F)F	93	97	1	2	2	111	99	-4
N#Cc1ccsc1NC(=O)CN1C(=O)NC2(CCCC2)C1=O	97	99	27	25	5	96	103	-3
CCCCn1c(N)c(N(CCOC)C(=O)COC(=O)CCOc2ccc(C)cc2)c(=O)[nH]c1=O	100	94	5	-2	4	108	95	0
O=C(NCCCn1cccn1)C1CCC(=O)N(CCc2ccccc2)C1 (centres undefined)	90	103	-6	1	-2	98	101	3
Cc1cc(C)nc(NS(=O)(=O)c2ccc(NC(=O)CCC(=O)O)cc2)n1	107	95	-42	0	1	107	94	2
COc1ccc(CCNC(=S)Nc2ccc(C)cc2C)cc1	91	97	-5	6	6	96	101	4
O=C(c1ccc(Cl)c([N+](=O)[O-])c1)N1CCN(c2ccccn2)CC1	·	·	-7	0	5	121	·	-2
Cc1cccc(C)c1OCC(O)CN1CCCCC1 (centres undefined)	101	94	1	-1	8	98	93	-5
C[C@@]12C(=O)OC(=O)[C@]1(C)C1CCC2O1	189*	91	·	-12	-8	51*	95	4
CCOC(=O)c1cc2c(=O)n3ccccc3nc2n(CCCOC)c1=NC(=O)C(C)(C)C	95	98	1&-1	-4	-3	104	96	-7
O=C(NCCCN1CCOCC1)C(=O)NCC1OCCN1S(=O)(=O)c1ccc(Br)cc1 (centres undefined)	104	99	-15	-1	5	103	97	5
COc1cccc(CC2(CO)CCN(Cc3cnc(N4CCOCC4)s3)CC2)c1	109	97	16	-1	-1	110	95	4
C=C(C)c1cccc(C(C)(C)NC(=O)N2CCCC2)c1	103	97	3	0	2	104	100	13
COc1cccc(OCCCCSc2ncccn2)c1	103	99	-12	6	-26	106	110	-25
Cc1cc(CN(C)C(=O)C2CCC(=O)N(CCc3ccccc3)C2)n[nH]1 (centres undefined)	86	109	-5	·	·	110	103	·
O=C1NN=C(c2ccc(Cl)cc2)CC1c1cccc(Cl)c1 (centres undefined)	92	94	-3	2	3	128	91	-5
COc1ccc(C2(O)C(=O)Nc3ccc(C)cc32)cc1OC (centres undefined)	97	99	-14	6	10	124	98	-6
CCCCSc1nnc(-c2ccc(C)cc2)c2ccccc12	106	96	2	0	5	80	90	-1
O=C(c1n[nH]c2c1CCC2)N1CCCC(Nc2cccc(F)c2)C1 (centres undefined)	80	104	-8	7	-7	89	93	2
CCOC(=O)c1c(C)nc2cc(C)ccn12	100	99	-6	-10	0	107	99	-1
Cc1ccc(NC(=O)COC(=O)CNC(=O)C2CCCCC2)c(Br)c1	98	106	4	1	6	95	105	1
CN(C)S(=O)(=O)c1ccc(C(=O)NCC(=O)Nc2ccc(F)c(F)c2)cc1	95	103	4	5	2	101	105	-3
Clc1cccc(NCc2ccccc2)n1	103	87	-4	3	3	82	96	6
COC(=O)c1ccccc1NC(=O)c1noc2c1CCC2	100	93	-3	8	3	108	108	-3
CCOc1ccc(N=C2SCC(=O)N2CC)cc1	107	102	3	3	6	99	108	-4
CCCS(=O)(=O)N1CCC(C(=O)NCCN2CCCC2)CC1	99	105	0	0	4	93	101	2
CC1(C)CC(=O)C=C(NC2CC(C)(C)NC(C)(C)C2)C1	99	98	3	1	5	84	99	-2
CCCCSc1cc(C)nc(N)n1	94	99	-10	5	-4	114	100	-2
NS(=O)(=O)c1ccc(CNC(=O)Cc2c(F)cccc2Cl)cc1	93	95	-9	1	-1	113	98	6
CC(=NCCc1c(C)[nH]c2ccc(OCc3ccccc3)cc12)C1=C(O)CC(c2ccccc2)CC1=O (centres undefined)	100	99	1	77*	3	104	100	-10
Cc1sc2nc(CSCC(=O)N(C)CC(=O)Nc3ccc(F)cc3)[nH]c(=O)c2c1C	99	99	?	7	3	101	105	4

Next compounds
SMILES	LAP4 TOR yeast	RPL19A-GFP yeast	JMJD2C inh	AHR activator	proCasp7 act	Yeast superoxide	MEP2 TOR yeast	procasp3 activ
COc1cccc(/C=C2\SC(=S)N(CCC(=O)NCCc3ccc(O)cc3)C2=O)c1	94	96	3	2	-18	148	96	-5
O=C(O)CSc1nnc(-c2ccco2)o1	91	94	0	1	2	89	93	-1
CCCC(=O)Nc1ccc(Cc2ccc(NC(=O)CCC)c(C(=O)O)c2)cc1C(=O)O	102	97	4	0	-5	100	97	2
O=C(CSc1ccccc1C(=O)NCc1ccccc1)NC12CC3CC(CC(C3)C1)C2	99	97	-1	0	-5	92	100	8
CCCCn1nc2cc(C(=O)N(CC)c3ccc(OC)cc3)ccc2c1OCC	·	·	-7	9	7	·	·	15
CCn1c(CNC(=O)c2ccccc2)nc2ccccc21	95	95	-1	10	-4	103	97	1
Cn1c(NC(=O)Cc2cccc3ccccc23)cc(=O)n(C)c1=O	107	100	-1	6	11	107	100	9
Cc1cc(NC(=O)CSc2n[nH]c(CC(C)C)n2)no1	94	91	6	-2	1	104	90	4
Cc1ccc(S(=O)(=O)Nc2cc(Cl)ccc2-n2cncn2)cc1	97	101	·	17	0	101	101	0
CCN1CCN(c2ccc(NC(=O)c3cccc(F)c3)cc2Cl)CC1	99	99	1	5	7	95	104	-5
COC(=O)c1ccccc1NC(=O)c1ccccc1SC	96	95	2	0	-2	105	98	1
CCC(=O)Nc1ccc(C(=O)CSc2nnc(-c3ccc(O)cc3)n2CC2CCCO2)cc1OC (centres undefined)	104	112	13	2	-8	86	102	0
C(=C\c1nccc2c1[nH]c1ccccc12)/c1ccccc1	109	100	-4	62*	0	88	101	-21
COc1ccc(Nc2nc(N3CCCC3)nc(N3CCOCC3)n2)cc1	105	106	-6	-8	1	104	97	-2
Cc1ccc(NC(=O)CCSCCc2ccccn2)cc1	100	97	1	0	-5	93	95	12
O=C(Nc1c(F)cccc1F)c1ccc(-n2cncn2)nc1	68[may fluoresce violet]	64[may fluoresce violet]	-11	-2	4	120	233*[may fluoresce violet]	-7
Cc1ccc2nc(C)cc(N/N=C/c3cccnc3)c2c1	112	96	12	43	-1	93	92	8
COc1ccc(-n2c(CNC(=O)c3cccs3)n[nH]c2=S)cc1	94	95	?	3	-6	102	98	1
COc1ccc(NC(=O)N2CCc3cc(OC)c(OC)cc3C2)cc1	103	100	-1	-2	6	106	100	-4
COc1ccccc1-c1nc(C#N)c(NCCCn2ccnc2)o1	112	97	-4	70*	2	104	98	-6
COc1cc(/C=N/NC(=O)c2ccc(N(C)S(=O)(=O)c3ccccc3)cc2)cc(OC)c1OC	113	109	7	15	0	102	109	1
Cc1ccc(-c2nc(CN(CC3CCC3)CC3CCCO3)c(C)o2)s1 (centres undefined)	105	108	-8	4	7	97	101	0
O=C1C2C3C=CC(C3)C2C(=O)N1c1cccc2ccccc12 (centres undefined)	106	100	11	3	17	97	102	5
C[C@H](CO)N1C[C@H](C)[C@@H](CN(C)S(=O)(=O)c2cccs2)Oc2c(NC(=O)c3ccncc3)cccc2C1=O	·	·	11	-2	-8	86	·	5
CCCC(C)c1nnc(NC(=O)C2CC(=O)N(c3ccc(OCC)cc3)C2)s1 (centres undefined)	86	96	11	2	-2	96	96	4
CCOC(=O)c1sc(Nc2cccc(Cl)c2)nc1C	116	96	4	-2	11	100	93	11
COc1ccccc1C(=O)N/N=C(\C)CC(=O)Nc1ccc(Cl)cn1	108	94	-13	36	1	105	90	-12
Cc1[nH]nc2c1/C(=N/O)CC(c1ccccc1)C2 (centres undefined)	90	103	-2	1	11	93	110	9
COc1ccccc1/C=C(/C#N)C(=O)O	83	100	-8	·	·	103	96	·

Ordered by the number under JMJD2C inh (smallest number first): some entries from above.
smiles	LAP4 TOR yeast	RPL19A-GFP yeast	JMJD2C inh	AHR activator	MEP2 TOR yeast	procasp3 activ
COc1ccccc1C(=O)N/N=C(\C)CC(=O)Nc1ccc(Cl)cn1	108	94	-13	36	90	-12
COc1ccccc1/C=C(/C#N)C(=O)O	83	100	-8	·	96	·
O=C1C2C3C=CC(C3)C2C(=O)N1c1cccc2ccccc12 (centres undefined)	106	100	11	3	102	5
